# High-throughput results as filed in PubChem BioAssay.
# DNA FID counter: displaces DNA intercalator in HCV helicase counter-screen; DNA fluorescent intercalator displacement, fluorescence; inhibition, % at 7.9 µM; hit rate 0.17% among 290,000; AID 1845; in the data active = inhibition above about 37%;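 also: 0% = vehicle and 100% = reference compound; higher means more ethidium bromide displaced from hairpin DNA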
# VIM-2 inhibitor: inhibitors of Pseudomonas aeruginosa VIM-2 metallo-beta-lactamase. hit rate 0.89% among 290,000. purified VIM-2, nitrocefin hydrolysis, epi-absorbance fluorescence. inhibition, % at 5.6 µM;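 active = inhibition above the mean of all tested compounds plus 3 SD, cutoff set per screening run, cut at about 7.5% in these data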;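 also: red hydrolysis product quenches plate fluorescence so inhibitors raise well fluorescence; 0% = enzyme with DMSO and 100% = DMSO without enzyme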
# NS3 helicase inh: HCV NS3 helicase inhibition | hit rate 0.56% among 290,000 | inhibition, % at 10.9 µM | NS3 helicase DNA unwinding, Cy5 molecular beacon fluorescence | AID 1800;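 active = inhibition above the mean of all tested compounds plus 3 SD, set per campaign, cut at about 35% in these data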;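 also: 0% = DMSO wells and 100% = thioflavine S control wells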
#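 Assay system – hepatitis C virus NS3 helicase domain fragment enzyme · Buffer or medium – MOPS pH 6.5, MgCl2, DTT, Tween20, BSA · Reagent – Cy5/quencher beacon DNA duplex and ATP to start · Compound – single 10.9 µM dose · Timing – 1 h at 25 °C · Technique – Cy5 beacon fluorescence read at start and 1 h · Measure – % inhibition of unwinding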
# NALP1 yeast inh: NALP1 inhibition; hit rate 0.61% among 280,000; S. cerevisiae NALP1/ASC/caspase-1 growth, X-gal OD620, 72 h; AID 2071; inhibition, % at 10 µM; in the data active = inhibition mostly above about 24%, no sharp cut-off; inactive = mostly below about 32%; also: some compounds called inactive have numbers as strong as hits
# MEKK2 mut-MEK5: signal of MEK5 binding to mutant human MEKK2 PB1 domain; hit rate 0.35% among 290,000; AID 1530; percent response, % at 10 µM; bead flow cytometry, Alexa488-MEK5 binding to MEKK2 mutant; in the data active = percent response above about 24%, passing the limit was not always enough; also: inactives centre near 1; some results filed as inactive read as strong as hits
# MEKK2 WT-MEK5: raises or lowers MEK5 binding to wildtype human MEKK2 PB1 domain; bead flow cytometry, Alexa488-MEK5 binding to MEKK2 WT; actives lie on both sides; AID 1531; Q9Y2U5; hit rate 1.1% among 290,000; binding response (% of control), % at 10 µM; in the data active = binding response below about 67% or above about 130%
# PfM18AAP inh: blocks P. falciparum M18 aspartyl aminopeptidase; recombinant PfM18AAP, H-Glu-NHMec fluorogenic cleavage; inhibition, % at 7.35 µM; hit rate 1.2% among 290,000; AID 1822;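 active = inhibition above the campaign mean inhibition over all tested compounds plus 3 SD, cut at about 28% in these data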;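 also: 0% = plate median of test compound wells and 100% = 2 mM ZnCl2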
# SUMO HTRF inh: blocks human SUMOylation mediated by UBC9. P63279. HTRF SUMOylation assay, SAE1/SAE2 + UBC9, in vitro. inhibition, % at 35 µM. hit rate 0.36% among 290,000. AID 2006; in the data active = inhibition above about 50%, passing the limit was not always enough; also: strong numbers were not always called active
# Target sequence (P63279 whole entry, looked up): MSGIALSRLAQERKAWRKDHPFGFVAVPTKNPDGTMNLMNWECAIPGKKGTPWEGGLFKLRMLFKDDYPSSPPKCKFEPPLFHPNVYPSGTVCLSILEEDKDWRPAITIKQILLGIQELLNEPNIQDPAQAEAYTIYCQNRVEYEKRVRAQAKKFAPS
# IMP-1 inh: blocks Pseudomonas aeruginosa IMP-1 metallo-beta-lactamase; purified IMP-1, nitrocefin hydrolysis, epi-absorbance fluorescence; AID 1556; hit rate 0.45% among 290,000; inhibition, % at 5.6 µM;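 active = inhibition above the mean plus 3 SD of all compounds in the same screening run, cut at about 4.5% in these data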;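 also: 0% = IMP-1 with DMSO and 100% = DMSO wells lacking enzyme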
#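 Test system: recombinant IMP-1 enzyme, purified / Medium: HEPES buffer pH 7.1 with ZnSO4 and Brij 35 / Doses: single dose, 5.6 µM / Times: 25 °C, 15 min preincubation, 25 min reaction / Detection: Epi-absorbance via hydrolysed-nitrocefin quenching of white-plate fluorescence, 480/530 nm, EDTA stop / Evaluation: percent inhibition from optical density relative to buffer-blank wells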
# * marks the source's active call; other numbers are inactive results; x = no result given; [ ] = remark or other dose. Outcome played no part in choosing rows (roughly 4.7% active in at least one column).
No.	structure	DNA FID counter	VIM-2 inhibitor	NS3 helicase inh	NALP1 yeast inh	MEKK2 mut-MEK5	MEKK2 WT-MEK5	PfM18AAP inh	SUMO HTRF inh	IMP-1 inh
1	O=C(CCc1ccccc1)Nc1cc(NC(=O)CCc2ccccc2)cc(C(=O)O)c1	-39	-2.9	15	-2	-3	97	4	-1	-2.6
2	Cc1cc(C)cc(NC(=O)C2CCN(C(=O)c3cccs3)CC2)c1	-21	-4.3	22	-8	4	99	0	-2	-2.7
3	C=C(C)CSc1nnc(-c2ccc(C)cc2)n1N	-1	-3.9	-7	-22	2	100	0	0	-1.5
4	CCCn1c(N)c(C(=O)CSc2nnnn2-c2ccc(O)cc2)c(=O)n(C)c1=O	-5	2.6	-9	13	10	101	-17	-11	-2.0
5	O=C1CC(SC(=NCc2ccc3c(c2)OCO3)Nc2ccccc2)C(=O)N1 (stereo not drawn)	-21	-1.3	-11	7	5	100	1	7	-4.5
6	O=c1c2ccccc2c(C=NCc2ccccn2)c(O)n1-c1ccccc1Cl	-26	0.0	-2	0	-14	80	1	-7	-1.4
7	O=C1CC(Cc2ccc(Cl)cc2)C(=O)N1c1ccncc1 (stereo not drawn)	-11	-0.7	-14	10	10	99	-7	1	-1.8
8	COc1ccc(Cl)cc1-c1nc(SCC(=O)N(C)CCC#N)n[nH]1	-15	2.6	-5	3	-3	89	5	-13	-0.7
9	CCOc1ccc(S(=O)(=O)NCCC(=O)N(C)CC(=O)Nc2ccc(OC)cc2)cc1	-19	-2.5	-3	-1	9	111	3	3	-5.3
10	CCC(=O)N1CCc2cc(S(=O)(=O)CCC(=O)NCCc3ccc(S(N)(=O)=O)cc3)ccc21	-11	-0.1	0	5	2	104	-2	14	-1.3
11	Cc1cccc(Nc2nn3c(=O)c4ccccc4nc3s2)c1	1	-4.0	-16	8	-4	101	-1	-27	-5.2
12	Cn1c2ccccc2c(=O)c2ccc(-c3ccc4c(c3)OCO4)cc21	-20	9.3*	43*	40	-3	87	20	-72	-0.7
13	Nc1nc2ccccc2cc1S(=O)(=O)c1ccccc1	-6	-2.4	3	0	1	97	-4	16	-2.0
14	Cc1ccc(CNC(=O)CN(c2ccc(C(C)C)cc2)S(=O)(=O)c2c(C)noc2C)cc1	-21	-1.2	30	32	-6	93	-1	-16	-1.4
15	COc1cc(OC)cc(C(=O)Nc2cc(-c3cn4cccnc4n3)ccc2C)c1	-20	-2.6	-1	11	1	103	2	18	-2.8
16	CCN(CC)CC(=O)NCC1(c2ccccc2)CCCC1	3	-1.9	19	2	-6	95	-8	-12	-0.6
17	Cc1ccccc1CNC(=O)CN(c1cccc([N+](=O)[O-])c1)S(C)(=O)=O	0	-3.3	-1	13	-2	95	5	8	-3.8
18	CCOC(=O)N1CCc2c(sc(NC(=O)CN3CCN(C)CC3)c2C(=O)Nc2ccccc2)C1	9	-1.6	2	21	5	104	1	5	-1.7
19	CCCC(=O)N1CC2(C)CN(C(=O)CCC)CC(CCC)(C1)C2=O	-1	-3.4	2	8	15	104	14	6	-0.8
20	CN(CC(=O)Nc1ccc(Cl)cc1)C(=O)CCc1ccccc1	-14	1.0	-7	20	-3	99	0	-2	-2.6
21	Cc1cccc(-n2c(N)c(C(=O)N3CCN(C)CC3)sc2=S)c1	12	1.0	0	13	5	104	14	29	0.0
22	O=C(NCC1CCCO1)/C(=C\c1ccc(Cl)cc1)NC(=O)c1ccccc1 (stereo not drawn)	-3	-1.3	2	14	6	97	-1	4	-2.4
23	O=C(Nc1nc(-c2ccccc2)cs1)c1cccc([N+](=O)[O-])c1	9	0.0	-8	19	-3	101	11	7	3.4
24	Cc1ccc(Cn2c(SCCN3CCCCC3)nc3c2c(=O)[nH]c(=O)n3C)cc1	0	-2.4	-1	14	17	127	38*	14	-3.0
25	COc1cc(/C=N/NC(N)=S)ccc1OCc1ccc(C)cc1	-23	-5.0	-20	-3	-2	100	6	-10	-2.0
26	O=C(c1cc2cc(F)ccc2[nH]1)N1CCN(c2cccc(Cl)c2)CC1	-22	-0.5	-13	13	3	101	-1	-9	-4.8
27	O=C(c1ccccc1)N1N=C(c2ccccc2O)CC1c1ccc(Br)cc1 (stereo not drawn)	-22	-3.9	-1	3	1	97	10	-1	-4.1
28	CC1=NN(c2ccccc2)C(=O)C1C(=O)C(=O)Nc1ccc(F)cc1 (stereo not drawn)	2	-1.6	-15	15	-3	99	4	-6	-0.9
29	O=C(c1ccc(OC2CCN(C/C=C/c3ccccc3)CC2)cc1)N1CCCCC1	10	-2.0	-15	11	9	111	-2	5	-0.1
30	CCOC(=O)N1CCN(c2nc(-c3ccccc3)c3cc(C)ccc3n2)CC1	-32	-2.1	-6	8	7	101	2	9	-3.8

# Next structures follow.
No.	structure	DNA FID counter	VIM-2 inhibitor	NS3 helicase inh	NALP1 yeast inh	MEKK2 mut-MEK5	MEKK2 WT-MEK5	PfM18AAP inh	SUMO HTRF inh	IMP-1 inh
31	CCn1nc(NC(=O)c2ccccc2)c2cc3cccc(C)c3nc21	-13	-3.3	3	11	-7	95	1	15	-2.6
32	CC(C)(C)C(=O)N1CCN(c2ccc(NC(=O)c3ccc([N+](=O)[O-])o3)cc2)CC1	-29	-3.3	5	3	5	95	3	-2	-6.2
33	Cc1ccc(S(=O)(=O)N2CCN(C(C)CC(=O)O)CC2)cc1 (stereo not drawn)	-1	-2.6	-2	6	2	3.0*[inhibitor]	4	8	-2.4
34	CCCC(=O)Nc1nnc(CCN2CCCCC2)s1	-1	-0.5	4	12	-3	94	-1	25	-1.4
35	O=C(Nc1nc2ccc(S(=O)(=O)N3CCCC3)cc2s1)c1ccccn1	-5	-1.3	13	-12	-5	97	-11	-4	-1.5
36	CCC(NC(=S)NCc1ccc(F)cc1)c1ccc(C)cc1 (stereo not drawn)	-18	-3.6	-8	5	8	112	-6	6	-4.3
37	CCOC(=O)c1oc2cc(O)ccc2c(=O)c1-c1ccc(OC)cc1	-14	-3.0	1	-3	2	101	4	3	-4.4
38	O=C(Nc1cccc2c1CCCC2)c1cc([N+](=O)[O-])cc([N+](=O)[O-])c1	1	-5.7	-6	33	-2	96	1	-3	-2.2
39	COc1cc(/C=C/c2sc3ccccc3[n+]2CCCS(=O)(=O)[O-])ccc1O	-52	-3.4	12	11	-17	76	27	-27	-8.3
40	O=C(N/N=C/c1ccc(Cl)cc1)C(=O)N1CCCCCC1	-16	-2.3	3	25*	1	102	-1	22	-3.5
41	Cc1ccc(C)c(NC(=O)c2nnn(Cc3ccccc3)c2N)c1	-12	-2.5	-2	-17	8	106	8	13	0.2
42	CCCNc1c(NS(=O)(=O)c2ccc(NC(=O)CC)cc2)c(=O)oc2ccccc12	-31	-5.8	-11	-13	2	101	3	5	-2.6
43	CCOC(=O)c1[nH]c(C)c(C(=O)NCc2ccccn2)c1C	-4	-0.4	-1	-70	-5	94	-14	-9	-2.7
44	CC(C)n1cc(/C=C(\C#N)S(=O)(=O)c2ccccc2)c2ccccc21	-9	-0.3	-11	9	3	108	-3	11	-4.5
45	O=C(O)CCCC(=O)Nc1ccc(Br)cc1	3	-0.7	-6	8	-1	99	6	10	-3.0
46	CC/C(=C\C1CCCCC1)C(NP(=O)(c1ccccc1)c1ccccc1)c1ccccc1 (stereo not drawn)	-15	-1.3	6	22	-4	88	0	-19	-3.5
47	CCC1Oc2ccc(C)cc2N(CC(=O)NCCN2C(C)CCCC2C)C1=O (stereo not drawn)	10	0.4	-16	6	4	101	-3	15	1.8
48	CCOc1ccc(N(CC(=O)NC2CCCCC2)C(=O)CNC(=O)c2ccco2)cc1	-30	-3.8	-3	x	2	101	1	x	-0.4
49	CN(C)S(=O)(=O)c1ccc(/C(O)=C2/C(=O)C(=O)N(Cc3cccnc3)C2c2ccncc2)cc1 (stereo not drawn)	-5	-3.9	4	20	2	101	1	24	-4.0
50	CCOc1ccc(CCNC(=O)CSc2cc(=O)n(C)c3ccccc23)cc1OCC	-37	-1.1	-2	11	-2	100	-5	13	-4.7
51	Nc1nnc(CC(=O)N2CCCCC2)s1	-2	-5.5	6	12	1	104	-4	17	-4.7
52	COC(=O)c1sccc1N/N=C(\C)c1ccc(F)c(Cl)c1	-4	-4.4	2	46	-2	96	-2	5	-3.3
53	CCc1ccc(CN2CCC(Oc3ccc(C(=O)N4CCCC4)cc3)CC2)cc1	9	-0.3	-4	11	12	120	-17	23	-0.8
54	O=C(NCc1ccc2c(c1)OCO2)c1ccc(Cl)nc1	2	-2.4	3	-4	-5	99	3	21	-1.5
55	CCN(CC)S(=O)(=O)c1cccc(C(=O)Nc2ccc(C#N)cc2)c1	-2	-2.6	-3	20	0	100	4	27	-2.6
56	Cn1c(Cn2c(=O)sc3ccccc32)nnc1SCC(=O)Nc1ccc2c(c1)OCO2	-4	-3.4	3	x	2	95	1	x	-2.2
57	COc1ccc(OC(=O)c2cc3cc(Cl)ccc3oc2=O)cc1	-8	1.1	16	8	-5	103	-8	5	1.7
58	COc1ccc(OC)c(CCNC(=O)c2ccc(CS(=O)(=O)c3ccc(Br)cc3)o2)c1	-14	-1.1	-6	2	3	102	-3	2	0.4
59	O=C(CCNS(=O)(=O)c1ccc2c(c1)CCC(=O)N2)NCc1cccnc1	3	-3.2	7	22	-2	100	-33	5	-6.0

# Numbers 43–50, reprinted for reference:
No.	structure	DNA FID counter	VIM-2 inhibitor	NS3 helicase inh	NALP1 yeast inh	MEKK2 mut-MEK5	MEKK2 WT-MEK5	PfM18AAP inh	SUMO HTRF inh	IMP-1 inh
43	CCOC(=O)c1[nH]c(C)c(C(=O)NCc2ccccn2)c1C	-4	-0.4	-1	-70	-5	94	-14	-9	-2.7
44	CC(C)n1cc(/C=C(\C#N)S(=O)(=O)c2ccccc2)c2ccccc21	-9	-0.3	-11	9	3	108	-3	11	-4.5
45	O=C(O)CCCC(=O)Nc1ccc(Br)cc1	3	-0.7	-6	8	-1	99	6	10	-3.0
46	CC/C(=C\C1CCCCC1)C(NP(=O)(c1ccccc1)c1ccccc1)c1ccccc1 (stereo not drawn)	-15	-1.3	6	22	-4	88	0	-19	-3.5
47	CCC1Oc2ccc(C)cc2N(CC(=O)NCCN2C(C)CCCC2C)C1=O (stereo not drawn)	10	0.4	-16	6	4	101	-3	15	1.8
48	CCOc1ccc(N(CC(=O)NC2CCCCC2)C(=O)CNC(=O)c2ccco2)cc1	-30	-3.8	-3	x	2	101	1	x	-0.4
49	CN(C)S(=O)(=O)c1ccc(/C(O)=C2/C(=O)C(=O)N(Cc3cccnc3)C2c2ccncc2)cc1 (stereo not drawn)	-5	-3.9	4	20	2	101	1	24	-4.0
50	CCOc1ccc(CCNC(=O)CSc2cc(=O)n(C)c3ccccc23)cc1OCC	-37	-1.1	-2	11	-2	100	-5	13	-4.7
